E-sel inducer = E-selectin induction on HUVECs; 260,000 tested, 0.37% active; activation, % at 7.58 µM; AID 686992; HUVEC E-selectin immunofluorescence imaging; normalized: neutral wells 0, TNF-alpha wells 100;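 active means mean E-selectin-positive cell signal at least 10% of the positive control, reached in at least 60% of replicates, without over 20% cell loss; inconclusive means no rule given, readout overlaps actives, possibly toxicity-flagged; inactive means the rest, including those meeting only one limit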;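 further: in these data hits start at about 27%; measured in HUVEC primary endothelial cells; signal is the percent of cells scored E-selectin positive by PE staining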
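assay system = HUVEC, human umbilical vein endothelial cells | input = 3,000 HUVEC seeded per well | medium = EGM-2 growth medium on 0.1% gelatin-coated wells | dosing = one compound dose added by pin transfer | signal = immunofluorescence imaging | read-out basis = % PE-positive cells | control set = TNF-alpha, DMSO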
INS-1E GSIS act = primary screen for activators of insulin secretion dependent on glucose, INS-1E cells, GLuc reporter luminescence. activation, % at 16.6 µM. INS-1E GLuc reporter insulin secretion, 2-3 h. AID 743287. 370,000 tested, 0.61% active;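 active means lowest replicate activation of at least 40%, so every replicate reaches that level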;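 further: 0% = median of neutral control wells and 100% = median of IBMX positive control wells; some compounds called inactive have numbers as strong as hits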
RAD52 anneal inh = blocks human RAD52 DNA annealing | P43351 | recombinant RAD52 DNA annealing, FRET fluorescence | inhibition, % at 18.7 µM | 360,000 tested, 0.46% active;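 active means every replicate showing at least 50% inhibition; inconclusive means mean inhibition at least 50% but not in every replicate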
DENV2 CPE rescue = DENV2-induced cell death inhibition; DENV2-infected cells, cytopathic effect rescue, plate reader; CPE inhibition, % at 9.99 µM; 350,000 tested, 1.7% active; in the data active means CPE inhibition above about 20%, passing the limit was not always enough; inconclusive means no clear call, values can overlap the other calls; tested in BHK-21 cells;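 further: 0% = median of neutral control wells and 100% = median of positive control wells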
RAD54 inh = inhibitors of human RAD54 branch migration | 360,000 tested, 0.14% active | RAD54 Holliday junction branch migration, FAM/BHQ fluorescence | inhibition, % at 10.4 µM | Q92698;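 active means mean normalized replicate activity at least 40 and at least half of replicates scoring 40 or more; inconclusive means only one of the two criteria met; inactive means mean below 40 and under half of replicates reaching 40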;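 further: 0% = median of neutral control wells and 100% = median of positive control wells; inhibitors cause a drop in the FAM fluorescence signal; in these data hits start at about 50%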
Target sequence (Q92698 whole entry, looked up): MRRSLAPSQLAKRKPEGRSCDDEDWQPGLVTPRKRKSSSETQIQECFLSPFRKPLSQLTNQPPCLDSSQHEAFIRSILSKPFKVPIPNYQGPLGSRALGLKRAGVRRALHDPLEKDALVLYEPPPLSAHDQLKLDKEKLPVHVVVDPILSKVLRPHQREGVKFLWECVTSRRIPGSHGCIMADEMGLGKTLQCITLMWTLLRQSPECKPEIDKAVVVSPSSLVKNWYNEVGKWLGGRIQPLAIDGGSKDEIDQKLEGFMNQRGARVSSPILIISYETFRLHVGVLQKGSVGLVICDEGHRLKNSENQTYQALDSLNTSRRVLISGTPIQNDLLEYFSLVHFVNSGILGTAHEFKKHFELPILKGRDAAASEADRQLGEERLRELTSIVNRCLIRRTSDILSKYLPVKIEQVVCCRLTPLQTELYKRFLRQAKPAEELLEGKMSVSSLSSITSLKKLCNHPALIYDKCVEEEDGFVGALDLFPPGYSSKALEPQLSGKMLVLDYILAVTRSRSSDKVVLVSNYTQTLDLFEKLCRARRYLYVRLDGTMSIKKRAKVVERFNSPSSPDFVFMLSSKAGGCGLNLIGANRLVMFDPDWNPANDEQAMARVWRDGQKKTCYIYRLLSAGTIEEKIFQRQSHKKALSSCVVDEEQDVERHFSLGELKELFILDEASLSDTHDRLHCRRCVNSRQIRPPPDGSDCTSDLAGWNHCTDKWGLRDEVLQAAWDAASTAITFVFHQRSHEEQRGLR
XiGFP reactiv = X-chromosome reactivation activator; XiGFP mouse fibroblasts, % GFP-positive cells imaging, 3 d; cells co-treated with 5-aza-dC sensitizer; scaled so ellipticine positive control = 100%; activation, % at 7.58 µM; 360,000 tested, 0.055% active;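 active means mean normalized replicate activation at least 10% and every replicate at or above 10%; inconclusive means only one of the two criteria met; inactive means mean below 10% and not all replicates reach 10%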;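 further: 0% = median of on-plate neutral control wells and 100% = ellipticine 6 µM median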
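Schedule: 3 d treatment, 15 min room-temperature fixation; system: 68-5-11 XiGFP fibroblast line; buffer or medium: DMEM plus 5-aza-dC sensitizer; control set: ellipticine 6 µM positive control; compound: one concentration, pinned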
CFTR F508del cor = CFTR F508del correction in bronchial cells; CFBE cells, YFP halide quenching; stimulated with forskolin plus potentiator P3; % fluorescence drop versus neutral controls; 350,000 tested, 0.36% active; activity (quench increase), % at 7.58 µM;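 active means mean added fluorescence quench of at least 8% versus neutral control, with both replicates also reaching 8%; inconclusive means only one of the mean or replicate conditions met; inactive means mean below 8% and not both replicates reaching 8%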;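 further: cells transiently co-express mutant CFTR-F508del with the halide-sensitive YFP; corrector assay measuring rescue of mutant channel to the surface after 24 h compound exposure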
CASP6 VEID inh = inhibitors of human caspase-6; purified caspase-6, Z-VEID-R110 cleavage fluorescence; 350,000 tested, 0.53% active; inhibition, % at 12.5 µM; P55212; AID 686996;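 active means mean inhibition across replicates at least about 35%, with every replicate also reaching that limit, limit read from the data; inconclusive means only one of the two criteria met; inactive means neither criterion met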;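 further: 0% = median of neutral control wells and 100% = no fluorescence left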
Target sequence (P55212 24-179 limits assumed): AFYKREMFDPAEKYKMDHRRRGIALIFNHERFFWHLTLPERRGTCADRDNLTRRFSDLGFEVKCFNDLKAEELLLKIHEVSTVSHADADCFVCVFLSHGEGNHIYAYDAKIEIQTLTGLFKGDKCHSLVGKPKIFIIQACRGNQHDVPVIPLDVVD
Target sequence (P55212 194-293 limits assumed): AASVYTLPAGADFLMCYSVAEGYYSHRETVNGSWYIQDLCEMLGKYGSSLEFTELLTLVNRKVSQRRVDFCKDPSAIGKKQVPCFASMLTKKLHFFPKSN
* marks the source's active call; other numbers are inactive results; u = inconclusive; x = not tested or not shown; & = joins results of further samples.

Order of results: CFTR F508del cor	INS-1E GSIS act	CASP6 VEID inh	RAD54 inh	E-sel inducer	XiGFP reactiv	DENV2 CPE rescue	RAD52 anneal inh
COc1ccc(S(=O)(=O)N(C)C[C@H]2OCCCC[C@H](C)Oc3ccc(NS(=O)(=O)c4ccc(C)cc4)cc3C(=O)N([C@@H](C)CO)C[C@@H]2C)cc1
 : 6.1	-9	1	1	0.2	0.3	10	9
O=C1c2ccccc2S(=O)(=O)c2cc(N3CCN(c4ccccc4)CC3)ccc21
 : 2.7	9	0	x	-0.2	0.1	-12	-14
Cc1c(O)c(=O)n(-c2ccccc2)n1C
 : 4.3	-12	-3	3	u	0.3	-6	-2
CCOC(=O)/C=C1\CN(Cc2cc(OC)c(OC)c(OC)c2)S(=O)(=O)c2ccccc21
 : -1.4	x	-1	1	0.5	0.1	x	-176
CCCc1cn(CC[C@@H]2CC[C@@H](NC(=O)Cc3cccnc3)[C@H](CO)O2)nn1
 : -3.9	18	2	-1	-0.4	0.1	14	-6
COc1ccc(S(=O)(=O)N2CCC(C(=O)NCc3cccnc3)CC2)cc1C
 : -0.1	8	-4	-4	0.0	0.0	4	-5
O=S(=O)(Cc1ccc(Cl)cc1Cl)c1ccc(Cl)cc1
 : 12*	-10	-1	-13	x	0.3	-10	2
O=C(Nc1cccnc1)c1ccc(Cl)c(S(=O)(=O)N2CCCC2)c1
 : -1.3	-3	0	4	0.2	0.2	1	9
O=C1Nc2ccccc2Cc2ccccc21
 : -1.8	13	0	15	1.2	0.1	-1	-9
Cc1ccccc1S(=O)(=O)N1C[C@@H]2C(C(=O)C[C@@H]3C(=O)N(C)C(=O)[C@@H]32)[C@@H]1c1ccc(Cl)cc1 (stereo partly drawn)
 : -2.3	-20	3	x	0.1	0.1	-4	-14
Cc1noc(C)c1NC(=O)Nc1ccc2c(c1)CC(=O)N([C@@H](C)CO)C[C@H](C)[C@@H](CN(C)Cc1ccccc1)O2
 : -0.2	6	-2	0	2.2	0.0	7	4
COc1ccc(C(=O)Nc2cccc(C)n2)cc1S(=O)(=O)N1CCCc2ccccc21
 : 1.6	-34	2	0	-0.1	0.0	-1	-7
Cn1c(CO)cnc1SCc1ccc(F)cc1
 : -0.9	3	-3	x	-0.8	-0.1	-1	-8
Sc1ccccc1N=Cc1cccs1
 : 0.7	16	0	-3	-0.2	0.0	8	-15
O=c1cc(N2CCOCC2)cnn1-c1ccccc1
 : 1.3	-4	2	-7	x	0.1	x	-3

Laid out differently: entries from further up
Cc1c(O)c(=O)n(-c2ccccc2)n1C
  CFTR F508del cor = 4.3 | INS-1E GSIS act = -12 | CASP6 VEID inh = -3 | RAD54 inh = 3 | E-sel inducer = u | XiGFP reactiv = 0.3 | DENV2 CPE rescue = -6 | RAD52 anneal inh = -2

Cn1c(CO)cnc1SCc1ccc(F)cc1
  CFTR F508del cor = -0.9 | INS-1E GSIS act = 3 | CASP6 VEID inh = -3 | RAD54 inh = x | E-sel inducer = -0.8 | XiGFP reactiv = -0.1 | DENV2 CPE rescue = -1 | RAD52 anneal inh = -8

Cc1ccccc1S(=O)(=O)N1C[C@@H]2C(C(=O)C[C@@H]3C(=O)N(C)C(=O)[C@@H]32)[C@@H]1c1ccc(Cl)cc1 (stereo partly drawn)
  CFTR F508del cor = -2.3 | INS-1E GSIS act = -20 | CASP6 VEID inh = 3 | RAD54 inh = x | E-sel inducer = 0.1 | XiGFP reactiv = 0.1 | DENV2 CPE rescue = -4 | RAD52 anneal inh = -14

CCCc1cn(CC[C@@H]2CC[C@@H](NC(=O)Cc3cccnc3)[C@H](CO)O2)nn1
  CFTR F508del cor = -3.9 | INS-1E GSIS act = 18 | CASP6 VEID inh = 2 | RAD54 inh = -1 | E-sel inducer = -0.4 | XiGFP reactiv = 0.1 | DENV2 CPE rescue = 14 | RAD52 anneal inh = -6

Going on with the list.
Order of results: CFTR F508del cor	INS-1E GSIS act	CASP6 VEID inh	RAD54 inh	E-sel inducer	XiGFP reactiv	DENV2 CPE rescue	RAD52 anneal inh
CC1Nc2ncnc(N3CCc4ccccc4C3)c2N(Cc2ccc(Br)cc2)C1=O (stereo not drawn)
 : -1.7	-14	-1	1&4	-0.8	-0.2	u	-41
Clc1ccccc1Cc1noc(CN2CCN(c3cnccn3)CC2)n1
 : 3.4	1	0	x	-3.7	-0.1	-2	-9
C/C(=N\NC(=O)c1cccs1)c1cccnc1
 : 0.3	2	2	x	x	0.0	-5	-20
COC(=O)c1c(C)[nH]c(C(=O)OCC(=O)NC(C)(C)C)c1C
 : -1.9	x	3	3	6.1	0.0	4	-24
C[C@@H](NC(=O)C[C@@H]1C=C[C@@H](NC(=O)C2CCC2)[C@@H](CO)O1)c1ccccc1
 : 2.1	13	0	-8	-0.3	-1.3	-5	-10
CN(C(=O)CSc1nnc(-c2c[nH]c3ccccc23)o1)C1CCS(=O)(=O)C1 (stereo not drawn)
 : x	-3	-1	x	x	0.2	10	-21
CC1CCN(C(=O)c2nc[nH]c2C(=O)OCCNC(=O)OC(C)(C)C)CC1
 : 1.3	10	1	4	0.2	0.0	u	-33
CC(C)(C)c1ccc(C(=O)NCC(=O)NNC(=O)c2ccccc2O)cc1
 : -0.8	-15	0	x	x	-0.1	10	-15
COc1ccccc1-c1ccccc1[C@H]1[C@@H](CO)N(C(=O)CN(C)C)[C@H]1C#N
 : -0.7	-11	-17	x	0.0	0.1	-1	-8
CCN1C(=O)[C@H]2[C@@H](c3ccc(C)cc3)N3C(=O)N(c4ccc(C)cc4)C(=O)[C@@]3(Cc3ccccc3)[C@H]2C1=O
 : 3.1	-21	3&0	3	0.1	-0.7	1	-4&-31
C[C@H](CO)N1C[C@H](C)[C@H](CN(C)C(=O)Nc2ccc(F)cc2)OCCCC[C@H](C)Oc2ccc(NS(=O)(=O)c3ccccc3)cc2C1=O
 : 5.0	4	3	-2	0.0	-1.3	-6	3
C[C@@H]1CN([C@@H](C)CO)S(=O)(=O)c2ccc(C#CCN(C)C)cc2O[C@H]1CN(C)C(=O)C1CCC1
 : -1.4	2	0	5	1.6	-0.4	12	-19
Cc1noc(C)c1NC(=O)Nc1ccc2c(c1)C(=O)N([C@H](C)CO)C[C@H](C)[C@@H](CN(C)CC1CCCCC1)O2
 : -3.9	12	1	-4	1.2	-0.7	-6	5
CC(C)(O)C#Cc1ccc([C@@H]2[C@H]3CN(C(=O)c4cccnc4)CCCCN3[C@H]2CO)cc1
 : 0.7	6	-2	2	-0.2	0.0	-2	-8
O=C(c1cc(N2CCOCC2)c(F)cc1[N+](=O)[O-])N1CCOCC1
 : -2.0	x	1	1	0.2	0.1	-1	-2

Further structures follow:
Order of results: CFTR F508del cor	INS-1E GSIS act	CASP6 VEID inh	RAD54 inh	E-sel inducer	XiGFP reactiv	DENV2 CPE rescue	RAD52 anneal inh
C[C@@H]1CN([C@@H](C)CO)C(=O)c2cc(NS(=O)(=O)c3ccc(Cl)cc3)ccc2O[C@@H]1CN(C)Cc1ccc(C(=O)O)cc1
 : -1.8	22	-1	0	0.0	-0.7	13	4
COCCN1C[C@@H](CO)O[C@@H](n2cnc3c(NCCCO)ncnc32)C1
 : 3.8	9	5	7	-0.1	0.0	-1	-9
C[C@H](CO)N1C[C@H](C)[C@H](CN(C)C(=O)Nc2ccc(F)cc2)Oc2ncccc2C1=O
 : -0.3	17	2	3	x	0.1	0	-5
NC(=O)COc1ccc(C(=O)NCC2(N3CCOCC3)CCCCC2)cc1
 : -2.6	7	-2	6	x	-0.1	-12	-8
CCC(C)c1ccccc1NC(=O)COc1ccc(-c2nnco2)cc1 (stereo not drawn)
 : -2.0	7	-1	3	-0.6	0.0	9	-10
CCOC(=O)C[n+]1ccc2c([nH]c3ccccc32)c1C
 : 0.0	-4	-1	15	x	0.0	2	-16
Cc1nc(SCC(=O)N(CC(C)C)C2CCS(=O)(=O)C2)c(C#N)c(C)c1C (stereo not drawn)
 : -9.6	14	-3	x	x	-0.1	-8	-3
COc1cc2c(cc1NC(=O)CN(C)Cc1ccc(OC)c(OC)c1)oc1ccccc12
 : 7.3	-13	1	-1	x	0.0	-3	-16
CCc1c(C)nc(N2CCN(c3ccc(F)cc3)CC2)[nH]c1=O
 : 3.3	-6	0	6	-0.3	-0.1	-1	-9
O=C(COC(=O)/C=C/c1ccc(C(F)(F)F)cc1)NCc1ccco1
 : -0.5	7	6	-12	1.0	0.1	-5	-6
O=C1CC(c2ccc(O)cc2)Oc2cc(O)cc(O)c21 (stereo not drawn)
 : -1.6	6	1	7	u	0.1	3	-3
Cc1ccc(N2C(=O)C3C(C(=O)c4ccccc4)=NN(c4ccccc4)C3C2=O)cc1 (stereo not drawn)
 : x	x	-3	-1	x	0.0	11	-89
COC(=O)C[C@@H]1C=C[C@H](NC(=O)c2ccccc2)[C@H](CO)O1
 : 3.9	5	0	1	-0.3	0.1	-7	-13
CCOc1ccc(N(CC(=O)N/N=C/c2ccc(OC(C)C)cc2)S(C)(=O)=O)cc1
 : x	-58	6	-10	-0.2	0.3	-3	-7
CCCC#Cc1ccc([C@@H]2[C@H](CO)N3CCCCN(S(=O)(=O)Cc4ccccc4)C[C@@H]23)cc1
 : -5.5	-17	-4	2	-0.6	0.0	4	30

More compounds
Order of results: CFTR F508del cor	INS-1E GSIS act	CASP6 VEID inh	RAD54 inh	E-sel inducer	XiGFP reactiv	DENV2 CPE rescue	RAD52 anneal inh
Cc1nn(C)c(C(=O)NC(=S)Nc2ccc([N+](=O)[O-])cc2)c1Cl
 : -8.7	29	-1	-6	0.3	0.0	u	-11
CCOC(=O)C1(C/C(C)=N/NC(N)=O)CC(C)(C)OC1=O (stereo not drawn)
 : 0.5	0	1	6	-0.9	-0.1	-13	-20
COc1ccc(NC(C)=O)cc1NC(C)c1nc2sc(C)c(C)c2c(=O)[nH]1 (stereo not drawn)
 : 0.4	-14	3	x	3.3	0.0	0	-9
CCC(C(=O)N/N=C(\C)c1cccnc1)c1ccccc1 (stereo not drawn)
 : -0.7	13	1	5	-0.3	0.1	17	2
Cc1noc(C)c1S(=O)(=O)N1CCCc2nc(-c3ccc(F)cc3)ccc21
 : -0.6	x	-4	x	0.7	0.1	-2	-26
CC(=O)Nc1cccc(-c2csc(C(C)(O)c3ccccc3)n2)c1 (stereo not drawn)
 : -1.3	-10	1	6	0.3	0.0	u	-15
C[C@H]1CN([C@@H](C)CO)C(=O)c2cc(Br)cnc2O[C@@H]1CN(C)C(=O)CN(C)C
 : -0.3&-0.9	11&17	-1&1	3&6	0.7&-0.4	0.1&0.4	-9&-10	-8&6
CC(=O)Nc1cccc(NC(=O)COC(=O)CO/N=C(\C)c2ccc3c(c2)OCO3)c1
 : -0.8	8	1	-10	-0.3	0.1	-2	-11
COC(=O)c1ccc(/C=N/NC(=O)CC(=O)NCc2cccnc2)cc1
 : 0.2	6	-4	x	8.7	0.0	u	-6
